# RNase H inhibition: RNase H inhibition, HIV 1 Gag Pol polyprotein, FRET biochemical assay, screening (AID 372); HIV-1 RT RNase H, FRET RNA/DNA substrate fluorescence; higher % means a stronger effect; inhibition, % at 10 µM, or IC50 in µM where a hit was titrated; hit rate 0.77% among 100,000; in the data active = inhibition above about 50%
# * marks the source's active call; other numbers are inactive results; & = joins results of further samples.
SMILES,RNase H inhibition
O=C(CN1C(=O)/C(=C/c2ccccc2Cl)SC1=S)Nc1nccs1,14%
O=S(=O)(c1ccc(-c2csc(Nc3ccc(Oc4ccccc4)cc3)n2)cc1)N1CCOCC1,21%
Cc1cc(N2CCN(C(=O)c3ccc(F)cc3F)CC2)c(F)cc1[N+](=O)[O-],3%
CCOC(=O)c1c(N)sc2c1CCN(C)C2,0%
C(/C=C/c1ccccc1)=NN1CCN(Cc2ccccc2)CC1,16%
Cc1ccc(N/C=C(/C#N)c2nc(-c3cc4ccccc4oc3=O)cs2)cc1C,12%
Nc1nc(-c2ccc(C3CCCCC3)cc2)cs1,20%
O=C(CNC(=O)c1ccccc1)N/N=C/c1cccs1,4%
O=C(Nc1ccc(N2CCOCC2)cc1)c1ccccc1I,4%
CCOC(=O)C1=C(C)N=c2s/c(=C\c3ccc(C(C)C)cc3)c(=O)n2C1c1ccc(Cl)cc1 (stereo not given),20%
COc1cc(Br)cc(/C=N\NC(=O)C2C(=O)NCC2c2ccccc2)c1O (stereo not given),10%
O=C(NC(=S)Nc1sc2c(c1C(=O)O)CCC2)c1ccccc1,15%
CCOC(=O)/C(=N/O)C1=NC(C)(C)Cc2cc(C)c(C)cc21,2%
CC(=O)C1=C(O)C(=O)N(CCN(C)C)C1c1ccc(O)cc1 (stereo not given),0%
CCOC(=O)c1c(CC(=O)/C=C/c2ccc(C(C)C)cc2)sc2c1CCCC2,4%
CCOc1ccccc1/C=N/NC(=O)Cc1ccc(Cl)cc1,23%
CS/C(N)=N\N=C\c1cc([N+](=O)[O-])ccc1O,18%
O=C(CC1SC(=O)NC1=O)Nc1cccc(O)c1 (stereo not given),0%
Cc1ccc(C)c(OCCOc2ccc(C=C3C(=O)NC(=O)NC3=O)cc2)c1,43%
O=C(N/N=C/c1c(O)ccc2ccccc12)c1c[nH]c2ccccc12,35%
Cc1ccc(N2C(=O)CC(N3CCN(C)CC3)C2=O)c(C)c1 (stereo not given),0%
O=C1C2C(c3ccc(F)cc3)OC3(C(=O)c4ccccc4C3=O)C2C(=O)N1C1CCCCC1 (stereo not given),1%
CC1C(=O)CC(c2ccc(Cl)cc2)NC1c1ccc(Cl)cc1 (stereo not given),11%
CCc1cccc(C)c1NC(=O)C(CC(C)C)N1C(=O)c2ccccc2C1=O (stereo not given),8%
Cc1ccc(N2C(=O)CC(Cc3ccc(Cl)cc3)C2=O)cc1C (stereo not given),5%
c1ccc2c(c1)N1CCN=C1N2CCN1CCOCC1,5%
O=C(C1CCCCC1)N1CCn2c1nc1ccccc12,13%
Cc1ccc(NC(=O)C(=NNc2ccccc2)C(=O)Nc2ccc(C)cc2)cc1,0%
Cc1ccc([N+](=O)[O-])cc1-c1ccc(/C=C2/C(=O)NN(c3ccc(Cl)cc3)C2=O)o1,18%
CCN(CC)CCN1C(=O)C(O)=C(C(=O)/C=C/c2ccccc2)C1c1ccc(Cl)cc1 (stereo not given),7%
COc1ccc(/C=C/C(=O)Nc2ccc(C(C)C)cc2)cc1,4%
O=C(Nc1ccccc1Cl)c1cc2ccccc2oc1=O,0%
O=C(Oc1cccc(C(=S)N2CCOCC2)c1)c1ccc([N+](=O)[O-])cc1,4%
COc1ccc(OC)c(/C=N/NC(=O)N/N=C/c2cc(OC)ccc2OC)c1,15%
COc1cccc(C(=O)N2Cc3ccccc3-c3ccccc3C2=O)c1,3%
Cc1ccc(S(=O)(=O)N/N=C/c2ccc(OCC(=O)OC(C)(C)C)cc2)cc1,13%
O=C(Nc1cccnc1)c1c(F)c(F)c(F)c(F)c1F,3%
COc1cc(/C=C(\NC(=O)c2cc(OC)c(OC)c(OC)c2)C(=O)NC(C(=O)O)c2ccccc2)cc(OC)c1OC (stereo not given),0%
N#C/C(=C/c1ccccc1OCc1ccccc1F)c1ccc([N+](=O)[O-])cc1,54%*
Cc1cc([N+](=O)[O-])ccc1-c1ccc(/C=N/c2ncn[nH]2)o1,40%
Cc1cc2nn(-c3ccccc3)nc2cc1NC(=O)/C=C/c1ccc(Cl)cc1,54%*
O=C(NC(=S)Nc1cccc(C(F)(F)F)c1)c1ccccc1I,9%
NC(=O)c1cccc(NC(=O)Nc2ccc(Cl)cc2)c1,0%
Cc1sc(NC(=O)c2ccco2)c(C#N)c1C,7%
CC1=C(C(=O)Nc2ccccc2C)C(c2ccc(N(C)C)cc2)NC(=S)N1 (stereo not given),11%
CC1=C(C(=O)OCCOc2ccccc2)C(c2cc3c(cc2[N+](=O)[O-])OCO3)C2=C(CC(c3ccc(Cl)cc3)CC2=O)N1 (stereo not given),22%
O=C1c2cc3ccccc3c(-c3ccccc3)c2C(=O)N1CCO,32%
O=C1CSC(c2ccc([N+](=O)[O-])cc2)N1Cc1ccccc1 (stereo not given),4%
O=C(O)/C=C\C(=O)Nc1ccc2c(c1)Cc1ccccc1-2,8%
C(=N\Nc1nc2ccccc2s1)/c1ccccc1OCc1ccccc1,16%
CN(C)c1ccc(/C=C/C(=O)c2cccc(Br)c2)cc1,30%
CC(C)CCn1c(=O)[nH]c2ccccc21,8%
O=C1c2ccccc2-c2onc3ccc(Oc4ccccc4)c1c23,2%
Cc1c(NC(=O)c2nn3c(c2Cl)NC(c2cccs2)CC3C(F)(F)F)c(=O)n(-c2ccccc2)n1C (stereo not given),6%
CCOC(=O)C1=C(C)N=c2s/c(=C\c3ccc(-c4ccc(C)cc4[N+](=O)[O-])o3)c(=O)n2C1c1ccc(SC)cc1 (stereo not given),36%
COc1ccccc1C(=O)N1CCN(Cc2ccc3ccccc3c2)CC1,6%
COc1cccc(N2C(=O)C(=O)/C(=C(\O)c3ccccc3)C2c2ccccc2OC)c1 (stereo not given),9%
CCCCn1c(=N)n(CC(=O)c2ccc(Br)s2)c2ccccc21,13%
CCOc1cc(/C=C2/SC(=S)N(CC)C2=O)cc(Cl)c1OCc1cccc(C)c1,15%
O=C(NC(=S)Nc1ccc(Oc2ccc(Cl)cc2)cc1)c1cccs1,9%

# Next section
SMILES,RNase H inhibition
O=C1c2ccccc2-c2nc(=O)c3c4c(sc3n21)CCCC4,1%
CCC1CCCCN1CC(O)COCCC12CC3CC(CC(C3)C1)C2 (stereo not given),12%
O=C(NC(=S)Nc1ccc2oc(-c3ccc(Cl)c(Cl)c3)nc2c1)c1cccs1,20%
CCOc1ccc(C(=O)Nc2ccc(-c3cc4ccccc4oc3=O)c(C)c2)cc1Cl,1%
Cc1cc2c(cc1C)NC(c1ccc(Cl)c(F)c1)C1=C(CC(C)(C)CC1=O)N2 (stereo not given),2%
O=C1C=C(c2cccc([N+](=O)[O-])c2)C(=O)N1c1ccc(Cl)cc1,22%
CCOC(=O)c1c(NC(=O)/C=C/c2ccc(OC)cc2)sc(C)c1C,3%
N/C(=N\OC(=O)c1cccc(Cl)c1)c1ccc(Br)cc1,25%
COc1ccc(NC(=O)COc2ccccc2C(C)C)c(OC)c1,17%
O=C1C2C3C=CC(C2C(=O)N1Cc1ccc(F)cc1)C1C(=O)N(Cc2ccc(F)cc2)C(=O)C31 (stereo not given),5%
O=C1C(C=Nc2cccc3ccccc23)=C(O)c2ccccc21,49%
COc1ccccc1C1C(C(=O)OCCc2ccccc2)=C(C)NC2=C1C(=O)CCC2 (stereo not given),18%
COc1ccc(C(=O)C=C(Cl)Cl)cc1,1%
COc1cccc(/C=N/n2c(-c3ccc(C)cc3)n[nH]c2=S)c1O,19%
O=C(NCCSCc1ccccc1Cl)c1ccccc1Cl,8%
COc1ccc(C(=O)CSc2nc3sc(C)c(C)c3c(=O)[nH]2)cc1C,44%
CSc1nsc(SC)c1NC(=O)OCC1([N+](=O)[O-])COC(C)(C)OC1,0%
O=C(N/N=C/c1ccc(O)c(O)c1)c1ccc([N+](=O)[O-])cc1,51%*
O=C1CSC(c2ccc([N+](=O)[O-])cc2)N1c1cccc(Cl)c1 (stereo not given),20%
C=CCN1C(=O)/C(=C\c2ccc(C(=O)OC)cc2)C(C(=O)OCC)=C1C,4%
N=C(N)SCP(=O)(c1ccccc1)c1ccccc1,0%
Cc1ccc(NC(=O)C2CC(=O)N(c3ccc(F)cc3)C2)c(C)c1 (stereo not given),5%
O=C(O/N=C1/CCCc2c1sc1nc3n(c(=O)c21)CCCCC3)c1ccc([N+](=O)[O-])cc1,9%
COc1cc(/C=C2/SC(=S)NC2=O)cc(Cl)c1OCc1cccc2ccccc12,31%

# Among those listed so far, 3 have a COOH group.
SMILES,RNase H inhibition
O=C(NC(=S)Nc1sc2c(c1C(=O)O)CCC2)c1ccccc1,15%
COc1cc(/C=C(\NC(=O)c2cc(OC)c(OC)c(OC)c2)C(=O)NC(C(=O)O)c2ccccc2)cc(OC)c1OC (stereo not given),0%
O=C(O)/C=C\C(=O)Nc1ccc2c(c1)Cc1ccccc1-2,8%

# The listing continues:
SMILES,RNase H inhibition
O=C(NC(=S)Nc1cc(C(F)(F)F)ccc1Cl)c1ccc(F)cc1,16%
CCOc1ccc(CN2CCN(C(=O)CC(C)C)CC2)cc1,0%
CS(=O)(=O)N(Cc1ccccc1)c1ccc(C(=O)N2CCc3ccccc3C2)cc1,45%
CC1=CCC2C(=O)N(c3cccc([N+](=O)[O-])c3)C(=O)C2C1 (stereo not given),14%
CC1=C(C(=O)OCCOc2ccccc2)C(c2ccc3c(c2)OCO3)C2=C(CCCC2=O)N1 (stereo not given),0%
CCOc1ccccc1C=Nc1ccc(-c2ccc(N=Cc3ccccc3OCC)cc2)cc1,4%
Cc1ccc(S(=O)(=O)N=Nc2c(O)[nH]c3ccc(Br)cc23)cc1C,27%
CCOC(=O)C1=C(C)N=c2s/c(=C/c3cccc(Cl)c3)c(=O)n2C1c1ccccc1 (stereo not given),16%
COc1cc(/C=C/c2ccc(C(=O)c3ccccc3)cc2)ccc1O,36%
COc1ccc(CCC(C)N(C)Cc2ccccc2)cc1 (stereo not given),10%
Cc1ccc(/C=N/NC(=O)c2cc(Br)cc(Br)c2O)s1,3%
CCCCOc1ccc(C(=O)NC(=S)Nc2ccc(CC)cc2)cc1,15%
Cc1cccc(/N=C/c2c(O)[nH]c3ccccc23)n1,0%
Brc1ccc(-c2cn3c(n2)SCC3)cc1,5%
Fc1cccc(CN2CCC(Cc3ccccc3)CC2)c1,11%
COc1cc(OC)c(/C=C2\C(=O)NC(=S)N(c3ccccc3F)C2=O)c(OC)c1,14%
CC1=CC(C)(C)N(C(=O)CN2C(=O)c3cccc([N+](=O)[O-])c3C2=O)c2ccccc21,7%
CCc1ccc(O)c(N=Cc2cc(Br)cc(Br)c2O)c1,8%
Cc1cc(NC(=O)c2ccc(Br)cc2)ccc1NC(=O)c1ccccc1,2%
CN(C)CC(O)C1CCOC(C)(C)C1 (stereo not given),15%
CCOC(=O)c1c(NC(=O)c2cccc(C)c2)sc(C(=O)Nc2ccccc2F)c1C,13%
O=C(CCCN1C(=O)/C(=C\c2cccs2)SC1=S)Nc1nccs1,1%
COc1ccc(OC)c(/C=C/C(=O)NCCc2nc3ccccc3[nH]2)c1,21%
O=C(CSCc1cccc(Br)c1)NC1CCCCC1,0%
O=C(COc1ccc(Br)cc1)Nc1ccc2c(c1)oc1ccccc12,40%
CCOc1ccc2nc(SC3CC(=O)N(c4ccc(C)cc4C)C3=O)sc2c1 (stereo not given),17%
CCOc1cccc(OCCCCOc2ccc([N+](=O)[O-])cc2Cl)c1,27%
CCOC(=O)C1=C(C)N=c2s/c(=C\c3cccs3)c(=O)n2C1c1ccc(SC)cc1 (stereo not given),5%
CCOc1ccc(S(=O)(=O)N(CC(=O)Nc2ccc(C(C)=O)cc2)c2ccc(C)cc2)cc1,3%
CCOc1cc(C=NN2CCN(Cc3ccccc3)CC2)ccc1O,19%
CN1C2C=C(N(CCc3c[nH]c4ccccc34)C(=O)c3ccc(Cl)cc3)CC1CC2 (stereo not given),11%
CC1=C(C)CC(C(=O)Nc2ccc(C(N)=O)cc2)C(C(=O)O)C1 (stereo not given),3%
COc1ccc(NC(=O)c2ccccc2O)cc1Cl,13%
CCC(C)(C)c1ccc(OCCCCN2C(=O)c3ccccc3C2=O)c(C(C)(C)CC)c1,16%
S=c1[nH]nc(-c2ccccc2)n1-c1ccccc1,13%&0%
O=S(=O)(O)c1cccc2cccc(Nc3ccccc3)c12,0%
O=c1[nH]c(-c2ccc(Br)cc2)nc2ccccc12,13%
O=C(Cn1cc(/C=C2/C(=O)NC(=O)N(c3ccc(Cl)cc3)C2=O)c2ccccc21)Nc1ccccc1,11%
CCOC(=O)C(C(C)=O)C1(C(O)c2ccccc2)C(=O)c2ccccc2C1=O (stereo not given),0%
O=C(CN1C(=O)c2ccccc2C1=O)Nc1cc([N+](=O)[O-])ccc1Cl,3%
Cc1ccc2oc(-c3ccc(NC(=O)c4cc5ccccc5o4)cc3O)nc2c1,15%
COc1ccc(CC(=O)NNC(=O)c2ccccc2Cl)cc1OC,2%

# Gathered by group: the compounds so far containing fluorine (13)
SMILES,RNase H inhibition
Cc1cc(N2CCN(C(=O)c3ccc(F)cc3F)CC2)c(F)cc1[N+](=O)[O-],3%
O=C1C2C(c3ccc(F)cc3)OC3(C(=O)c4ccccc4C3=O)C2C(=O)N1C1CCCCC1 (stereo not given),1%
O=C(Nc1cccnc1)c1c(F)c(F)c(F)c(F)c1F,3%
N#C/C(=C/c1ccccc1OCc1ccccc1F)c1ccc([N+](=O)[O-])cc1,54%*
O=C(NC(=S)Nc1cccc(C(F)(F)F)c1)c1ccccc1I,9%
Cc1c(NC(=O)c2nn3c(c2Cl)NC(c2cccs2)CC3C(F)(F)F)c(=O)n(-c2ccccc2)n1C (stereo not given),6%
Cc1cc2c(cc1C)NC(c1ccc(Cl)c(F)c1)C1=C(CC(C)(C)CC1=O)N2 (stereo not given),2%
O=C1C2C3C=CC(C2C(=O)N1Cc1ccc(F)cc1)C1C(=O)N(Cc2ccc(F)cc2)C(=O)C31 (stereo not given),5%
Cc1ccc(NC(=O)C2CC(=O)N(c3ccc(F)cc3)C2)c(C)c1 (stereo not given),5%
O=C(NC(=S)Nc1cc(C(F)(F)F)ccc1Cl)c1ccc(F)cc1,16%
Fc1cccc(CN2CCC(Cc3ccccc3)CC2)c1,11%
COc1cc(OC)c(/C=C2\C(=O)NC(=S)N(c3ccccc3F)C2=O)c(OC)c1,14%
CCOC(=O)c1c(NC(=O)c2cccc(C)c2)sc(C(=O)Nc2ccccc2F)c1C,13%

# Screens from PubChem.

# An excerpt (hit frequency here may not be typical).
